Screening data (PubChem BioAssay)
TNAP inh hi DEA: blocks human TNAP under high phosphate acceptor concentration | purified TNAP, CDP-star luminescence, 1 M DEA | 200,000 tested, 0.03% active | AID 1135 | inhibition, % at 20 µM;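 active = over 50% inhibition of tissue-nonspecific alkaline phosphatase at 20 µM in the single-dose screen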;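 note: plate controls were DMSO wells for no effect and EDTA-quenched wells as full inhibition for full effect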
Target sequence (P05186 whole entry, looked up): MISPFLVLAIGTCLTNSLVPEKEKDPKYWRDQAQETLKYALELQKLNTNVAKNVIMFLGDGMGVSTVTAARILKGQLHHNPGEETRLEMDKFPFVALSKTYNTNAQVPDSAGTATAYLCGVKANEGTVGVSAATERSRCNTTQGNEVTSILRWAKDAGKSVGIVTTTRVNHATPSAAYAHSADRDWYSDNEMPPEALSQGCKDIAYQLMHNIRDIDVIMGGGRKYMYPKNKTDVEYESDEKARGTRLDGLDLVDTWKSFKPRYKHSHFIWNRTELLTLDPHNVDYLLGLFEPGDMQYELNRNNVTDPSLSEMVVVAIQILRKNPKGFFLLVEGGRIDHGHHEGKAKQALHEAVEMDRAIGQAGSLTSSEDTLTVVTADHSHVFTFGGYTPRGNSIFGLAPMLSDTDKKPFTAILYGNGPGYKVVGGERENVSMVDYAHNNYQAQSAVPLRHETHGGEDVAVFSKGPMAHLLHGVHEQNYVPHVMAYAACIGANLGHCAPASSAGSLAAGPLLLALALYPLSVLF
FLuc inh counter: inhibits firefly luciferase, flagging false hits in luciferase inhibition screens. ATPLite firefly luciferase biochemical luminescence, 10 min. 200,000 tested, 1.5% active. inhibition, % at 10 µM. AID 1006;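 active = inhibition above about 50% when tested at 10 µM, limit read from the data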
Target sequence (P08659 whole entry, looked up): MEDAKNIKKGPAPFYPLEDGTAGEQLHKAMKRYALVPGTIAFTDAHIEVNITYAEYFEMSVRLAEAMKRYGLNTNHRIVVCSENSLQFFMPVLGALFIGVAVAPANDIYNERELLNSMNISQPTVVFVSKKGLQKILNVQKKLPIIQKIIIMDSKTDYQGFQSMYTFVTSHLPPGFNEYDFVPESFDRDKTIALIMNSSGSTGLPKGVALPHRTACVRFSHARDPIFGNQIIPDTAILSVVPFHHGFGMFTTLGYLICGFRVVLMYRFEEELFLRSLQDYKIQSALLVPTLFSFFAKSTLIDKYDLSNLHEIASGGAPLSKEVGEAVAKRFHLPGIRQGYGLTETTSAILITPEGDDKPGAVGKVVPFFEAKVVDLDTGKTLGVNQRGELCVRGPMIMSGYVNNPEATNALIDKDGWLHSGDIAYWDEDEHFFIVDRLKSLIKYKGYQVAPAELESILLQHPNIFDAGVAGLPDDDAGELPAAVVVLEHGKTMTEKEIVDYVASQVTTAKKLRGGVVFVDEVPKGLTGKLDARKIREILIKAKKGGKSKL
TNAP act hi DEA: TNAP (human) activation, high acceptor | P05186 | purified TNAP, CDP-star luminescence, 1 M DEA, 30 min; stronger effect = higher value; 0 = EDTA background, 1 = DMSO-only activity | activation factor at 20 µM | 200,000 tested, under 10 active | AID 1136;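 active = activation factor at least 2 at 20 µM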
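Control set: EDTA negative control, DMSO positive control / Assay system: human TNAP / Quantity: TNAP 1/800 final / Evaluation: TNAP activation factor scaled between EDTA and DMSO control wells / Measured by: luminescent substrate turnover signal / Compound dosing: one dose, 20 µM / Times: 30 min enzyme reaction at room temperature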
L major viab: reduces viability of Leishmania major promastigotes. 200,000 tested, 9% active. inhibition, % at 10 µM. resazurin fluorescence viability; in the data active = inhibition above about 50%;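 note: promastigotes grown with compound for 44 hours at 28 °C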
RAM network inh: inhibitors of the yeast RAM network | S. cerevisiae dse1pr::URA3 reporter, 5-FOA growth OD615, 2 d; analog-sensitive cbk1-as2 kinase mutant strain | inhibition, % at 50 µM | 190,000 tested, 1.8% active | AID 868;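 active = inhibition above a set limit, 3 SD over mean compound inhibition, cut at about 8.4% in these data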;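 note: 0% = DMSO-only wells with no growth and 100% = 10 µM 1-NA-PP1 full growth; inhibition rescues growth on 5-FOA so higher OD means more RAM inhibition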
TNAP inh no acc: inhibitors of human TNAP without phosphate acceptor; P05186; AID 1012; inhibition, % at 20 µM; purified TNAP, CDP-star luminescence, 30 min; 200,000 tested, 0.26% active;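 active = tissue-nonspecific alkaline phosphatase inhibition above about 50% at 20 µM in the single-dose screen, limit read from the data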;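 note: 0% = DMSO negative control and 100% = EDTA positive control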
APP transl inh: APP translation inhibition; SH-SY5Y APP 5'UTR-luciferase reporter, luminescence; 190,000 tested, 0.82% active; inhibition, % at 2 µM; AID 1285;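 active = inhibition above a set limit, derived from the sample mean plus 3 SD, cut at about 45% in these data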; note: values of inactives mirror those of a sister screen read the other way
bIAP activator: increases bovine intestinal alkaline phosphatase activity; purified bovine IAP, CDP-star luminescence, 30 min; stronger effect = higher value; fold of DMSO-control signal, blank-subtracted; activation factor at 20 µM; 200,000 tested, 0.17% active;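 active = activation factor of 2 or more at 20 µM, a signal rise over negative controls twice the positive control's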
FLuc act counter: affects firefly luciferase, flagging false hits in luciferase stimulation screens; P08659; ATPlite luciferase biochemical, luminescence, 10 min; 0 = ATP-free wells, 1 = DMSO control; activation factor at 10 µM; 200,000 tested, under 10 active; AID 1027;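 active = luciferase activation factor, scaled between plate controls, of at least 2 with compound at 10 µM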
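Material: Luciferase/luciferin reagent mix; Doses: test compounds dosed from 2 mM stocks in 100% DMSO; Schedule: 10 min incubation after luciferase reagent addition, room temperature; Measured by: luminescence from luciferase reaction; Read-out: luminescence gain marking luciferase activators.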
bIAP inhibitor: blocks bovine intestinal alkaline phosphatase activity; purified bovine IAP, CDP-star luminescence, 30 min; inhibition, % at 20 µM; 190,000 tested, under 10 active; AID 1019;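 active = over 50% inhibition of intestinal alkaline phosphatase at 20 µM in the single-dose screen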
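Assay system: bovine IAP enzyme; medium: DEA buffer 100 mM, pH 9.8, with MgCl2 1.0 mM, ZnCl2 0.02 mM; doses: 20 µM single dose; incubation: enzyme reaction for 30 min at room temperature; detection: CDP-star luminescence signal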
Active calls of the source: *; nt = no result given.

SMILES	TNAP inh hi DEA	FLuc inh counter	TNAP act hi DEA	L major viab	RAM network inh	TNAP inh no acc	APP transl inh	bIAP activator	FLuc act counter	bIAP inhibitor
Cc1nc2nc[nH]n2c(=O)c1NS(=O)(=O)c1ccc(F)cc1	-6	-5	1.1	-16	3.1	-18	10	1.1	1	-6
CCN(CC)CCNc1nc(-c2cccs2)c(CC(=O)O)s1	-2	-2	1	-3	1.5	-5	6	1	1	0
O=C(Cc1ccccc1)Nc1ccc(N2CCOCC2)cc1	-7	-2	1.1	6	1.7	-9	-4	1	1	-5
CCN(CC)CCN1C(=O)C2C3c4ccccc4C(c4ccccc43)C2C1=O (stereo not given)	-1	-1	1	nt	1.9	-4	nt	1	1	-2
CC1=Nn2c(nc(-c3ccccc3)c2-c2ccccc2)N(CC(N)=O)C(=O)C1	-6	-7	1.1	12	2.1	-13	-4	1.1	1.1	-6
CNc1nc2c(c(=O)[nH]c(=O)n2C)n1CCOC	0	-3	1	-2	1.1	-5	-5	0.9	1	10
Cc1ccc(-c2csc(Cc3nc(-c4cc5ccccc5oc4=O)cs3)n2)cc1	-5	-4	1.1	-8	4.0	-6	-28	0.9	1	15
Cc1ccc(C(=O)N2CC(C)OC(C)C2)c(Cl)c1 (stereo not given)	-6	-2	1.1	-7	-1.0	-12	4	0.9	1	7
Cc1ccc(C)c2[nH]c(=O)c(CN(CCN3CCCC3)C(=O)Nc3cccc(Cl)c3)cc12	2	-1	1	100*	1.6	3	-16	1.1	1	-7
Cc1cccc(-c2csc(NC(=O)c3cnccn3)c2C(=O)OC(C)C)c1	3	-4	1	-2	1.2	-2	-9	1	1	1
O=C(c1cnc(Cl)c(Cl)c1)N1CCC(Cc2ccccc2)CC1	-7	-2	1.1	4	4.2	-16	-17	0.9	1	11
CN(/N=C/c1ccncc1)c1cnn(-c2ccc(F)c(Cl)c2)c(=O)c1Cl	-5	-6	1.1	8	0.9	-2	1	0.9	1.1	11
Cc1cc(N2CCN(C(c3ccccc3)c3ccccc3)CC2)n2ncnc2n1	2	-2	1	0	5.0	-2	2	1.1	1	-9
COc1cc(NC(=O)COc2ccccc2Cl)ccc1NC(=O)C(C)C	-3	-2	1	1	3.6	-4	-4	1	1	1
CCOC(=O)C1CCCN(c2oc(-c3ccc(OC)cc3)nc2C#N)C1 (stereo not given)	-1	-1	1	27	8.8*	-2	9	1.2	1	-18

Limited to L major viab and FLuc act counter, for five of the compounds above:
Molecule,L major viab,FLuc act counter
Cc1ccc(C)c2[nH]c(=O)c(CN(CCN3CCCC3)C(=O)Nc3cccc(Cl)c3)cc12,100*,1
Cc1cccc(-c2csc(NC(=O)c3cnccn3)c2C(=O)OC(C)C)c1,-2,1
O=C(c1cnc(Cl)c(Cl)c1)N1CCC(Cc2ccccc2)CC1,4,1
CN(/N=C/c1ccncc1)c1cnn(-c2ccc(F)c(Cl)c2)c(=O)c1Cl,8,1.1
Cc1cc(N2CCN(C(c3ccccc3)c3ccccc3)CC2)n2ncnc2n1,0,1

Other records follow:
SMILES	TNAP inh hi DEA	FLuc inh counter	TNAP act hi DEA	L major viab	RAM network inh	TNAP inh no acc	APP transl inh	bIAP activator	FLuc act counter	bIAP inhibitor
COc1ccc(Nc2ccc(S(=O)(=O)N3CCCCC3)cc2[N+](=O)[O-])cc1Cl	7	-5	0.9	8	3.6	5	-6	0.9	1.1	12
O=C(Nc1ccc2nc(-c3ccco3)c(-c3ccco3)nc2c1)N1CCCCCC1	11	7	0.9	-7	2.6	15	-11	0.9	0.9	9
CCOC(=O)c1c(C)n(C)c2ccc(OC(C)C(=O)OC)cc12 (stereo not given)	-1	-3	1	-3	0.1	-6	-18	0.9	1	10
Cc1cccc(C)c1NC(=O)CN1C(=O)S/C(=C\c2cccn2-c2cccc(C(=O)O)c2)C1=O	1	-3	1	-12	1.6	-3	16	1	1	0
O=C(N/N=C\c1ccc(Sc2ccccn2)o1)c1cccc(Br)c1	-2	0	1	13	1.1	-9	4	1	1	0
CSc1nnc(-c2ccc(Cl)cc2Cl)o1	-3	21	1	-7	0.1	-8	-29	1	0.8	4
CN(C)C(CNC(=O)c1oc2ccccc2c1CSc1ncn[nH]1)c1ccco1 (stereo not given)	1	-2	1	-3	0.7	-4	-2	1.2	1	-18
COc1ccccc1N/C(N)=N/c1nc(CSc2nc3ccccc3s2)cc(=O)[nH]1	-3	-2	1	3	3.3	-24	-21	0.9	1	13
O=C(OCc1nc2ccccc2s1)c1cccs1	-3	30	1	-4	1.2	-9	7	0.8	0.7	18
CCOC(=O)c1c(C)[nH]c(N=Nc2ccc(C)cc2)c1C	18	2	0.8	-2	3.0	25	-141	0.6	1	36
CCc1ccc(C(=O)/C=C/NCc2ccc(F)cc2)cc1	-2	-2	1	-4	2.3	-18	0	0.8	1	24
O=C(CCS(=O)(=O)c1ccc(Br)cc1)Nc1cc(F)ccc1F	1	-2	1	-2	-0.3	-6	11	1.1	1	-7
Cc1ccccc1N=C1N=C(N)c2ccccc21	-2	-5	1	-1	2.7	-16	-7	1	1	-1
O=C(Cn1nc(-c2ccccc2F)ccc1=O)NCc1ccc2c(c1)OCO2	-4	-10	1	-4	4.9	1	-8	1	1.1	3
C=C(C)c1cccc(C(C)(C)NC(=O)N2CCN(C)CC2)c1	3	-4	1	-6	0.7	-3	-21	1	1	0

For reference, three of the compounds above.
SMILES	TNAP inh hi DEA	FLuc inh counter	TNAP act hi DEA	L major viab	RAM network inh	TNAP inh no acc	APP transl inh	bIAP activator	FLuc act counter	bIAP inhibitor
COc1ccc(Nc2ccc(S(=O)(=O)N3CCCCC3)cc2[N+](=O)[O-])cc1Cl	7	-5	0.9	8	3.6	5	-6	0.9	1.1	12
O=C(Nc1ccc2nc(-c3ccco3)c(-c3ccco3)nc2c1)N1CCCCCC1	11	7	0.9	-7	2.6	15	-11	0.9	0.9	9
CCOC(=O)c1c(C)n(C)c2ccc(OC(C)C(=O)OC)cc12 (stereo not given)	-1	-3	1	-3	0.1	-6	-18	0.9	1	10

(list continues)
SMILES	TNAP inh hi DEA	FLuc inh counter	TNAP act hi DEA	L major viab	RAM network inh	TNAP inh no acc	APP transl inh	bIAP activator	FLuc act counter	bIAP inhibitor
Cn1nccc1C(=O)Nc1ccccc1C(=O)O	-3	4	1	-8	-0.1	-7	3	1	1	2
O=C(Nc1ccc2c(c1)OCCO2)c1ccccn1	-4	93*	1	-3	0.8	4	-107	1	0.1	1
COc1cc(/C=C2\SC(=S)N(CC(=O)NC(C)(C)C)C2=O)cc(OC)c1OC	0	-7	1	7	4.9	2	4	1.1	1.1	-7
CC1(C)C(=O)N(OCc2ccccc2)C(C)(C)C(=O)N1OCc1ccccc1	-3	-3	1	4	3.4	-11	10	1	1	2
CC1(C)Cn2c(nnc2-c2ccccc2)S1	-3	-8	1	2	0.3	-12	0	1	1.1	5
N#Cc1c(NC(=O)CSc2n[nH]c(Cc3ccccc3)n2)oc(-c2ccccc2)c1-c1ccccc1	3	0	1	-8	6.2	19	-58	1.3	1	-27
O=C(N/N=C/c1ccc[nH]1)c1cc(-c2cccs2)nc2ccccc12	4	5	1	26	0.5	-8	-1	1	1	3
O=C(N/N=C1\C2CN3CCN(C2)CC1(c1ccccc1)C3)c1ccc(F)cc1	-5	-1	1	-4	1.2	-11	8	1.1	1	-6
CN1CCCN(C(=O)CNC(=O)Cc2ccccc2)CC1	-4	-2	1	8	0.5	-1	2	1.1	1	-12
O=C(Cc1cccs1)N1CCN(c2ccc(F)cc2)CC1	-1	-8	1	7	0.7	-6	-8	1	1.1	3
c1ccc(Cn2c(CNc3nc4ccccc4n3CCN3CCOCC3)nc3ccccc32)cc1	-8	-8	1.1	59*	2.3	-43	-3	1.6	1.1	-59
CN(c1ccc(OCC(=O)OCC(=O)NCc2ccco2)cc1)S(=O)(=O)c1ccc2ccccc2c1	-2	-8	1	-12	7.3	0	-18	1.1	1.1	-8
C/C(=N\Nc1nc2ccccc2s1)c1ccc2c(c1)OCO2	-2	2	1	-2	0.4	-10	-47	0.9	1	12
COc1cccc2c1NC(C(=O)O)C1CC=CC21 (stereo not given)	13	5	0.9	-3	8.0	14	6	0.9	0.9	12
O=C(N/N=C/c1ccc(O)cc1)c1nc(-c2ccccc2)n(-c2ccccc2)n1	1	-3	1	41	2.2	-17	16	0.9	1	10
O=C(NCc1ccco1)C(c1cccs1)N(Cc1ccccc1)C(=O)Cn1nnc2ccccc21 (stereo not given)	-1	-1	1	7	5.4	-7	-8	1	1	4
CC(=O)NCCc1ccc(S(=O)(=O)NCc2ccc3c(c2)OCO3)cc1	-2	-10	1	-5	2.7	-10	10	0.9	1.1	11
Cc1ccc(-c2c[nH]c(=S)n2-c2ccccc2)cc1	2	12	1	-8	2.2	-104	-6	0.9	0.9	7
COC(=O)CCn1nc(-c2ccc(Cl)cc2)c2ccccc2c1=O	-3	-8	1	-4	-1.1	-2	16	1	1.1	4
CCOC(=O)C1CCCN(C2CC(=O)N(c3ccc(NC(C)=O)cc3)C2=O)C1 (stereo not given)	3	-3	1	2	1.9	5	-23	1	1	3
O=C(Oc1ccc(Cl)cc1N1C(=O)CCC1=O)c1ccco1	0	-5	1	-6	1.4	-4	-13	0.9	1.1	10
O=C(NCCc1ccccc1)C1(c2ccccc2)CC1(Cl)Cl (stereo not given)	0	-2	1	1	2.9	-4	-2	0.9	1	8
Cc1ccc(-c2nn3c(C)nnc3s2)cc1NC(=O)COc1ccc(Cl)cc1	-2	-3	1	-3	2.1	-11	-3	0.9	1	6
CCOc1ccc2[nH]c(=O)c(CN(Cc3ccc(F)cc3)C(=O)c3ccco3)cc2c1	-4	-6	1	28	4.1	2	-10	1	1.1	4
O=c1[nH]c(SCc2ccc(Cl)cc2)nc2[nH]ncc12	-6	14	1.1	-4	4.6	-64	-9	1	0.9	-3
Cc1nn(Cc2ccc(Cl)cc2)c(C)c1N	3	-4	1	1	1.6	-4	-10	0.9	1	5
Cc1nn(-c2ccc(F)cc2)c(N)c1C1(O)C(=O)Nc2ccccc21 (stereo not given)	-3	-5	1	7	-0.6	-6	12	1	1.1	-2
CCC(C)C(=O)Nc1nc(C)c(-c2csc(Nc3cc(OC)ccc3OC)n2)s1 (stereo not given)	-8	-10	1.1	57*	4.3	0	9	1	1.1	0
Cc1cc(C)c2nc(NNC(=O)c3cc(-c4cccs4)nc4ccccc34)sc2c1	3	-4	1	-2	2.8	-12	24	0.9	1	12

Record cards, as listed above.
CN(C)C(CNC(=O)c1oc2ccccc2c1CSc1ncn[nH]1)c1ccco1 (stereo not given) is entered as TNAP inh hi DEA = 1; FLuc inh counter = -2; TNAP act hi DEA = 1; L major viab = -3; RAM network inh = 0.7; TNAP inh no acc = -4; APP transl inh = -2; bIAP activator = 1.2; FLuc act counter = 1; bIAP inhibitor = -18
CNc1nc2c(c(=O)[nH]c(=O)n2C)n1CCOC is entered as TNAP inh hi DEA = 0; FLuc inh counter = -3; TNAP act hi DEA = 1; L major viab = -2; RAM network inh = 1.1; TNAP inh no acc = -5; APP transl inh = -5; bIAP activator = 0.9; FLuc act counter = 1; bIAP inhibitor = 10

The order is random. About 13% of those tested had a hit in this group.
